# Screening data (PubChem BioAssay)
# MITF inh: MITF inhibitors, primary screen, biochemical, AlphaScreen, human | AlphaScreen MITF homodimerization, bead proximity signal | inhibition, % at 2.6 µM | hit rate 0.91% among 650,000 | Microphthalmia-associated transcription factor (Homo sapiens), O75030; in the data active = inhibition above about 50%;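 note: 0% = vehicle wells with protein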
# GPR151 activ: activators of human GPR151, primary screen, cell-based, PathHunter beta-arrestin, luminescence; hit rate 1% among 650,000; PathHunter beta-arrestin GPR151 cells; activation, % at 11.2 µM; AID 1508602, 2020; G-protein coupled receptor 151 (Homo sapiens), Q8TDV0; in the data active = activation above about 4.9%;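 note: 0% = median of compound wells and 100% = cells with positive control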
# TEAD-YAP inh: TEAD-YAP interaction inhibition, primary screen, TEAD-YAP interaction inhibitor project, luminescence, HEK-TIYL cells | inhibition, % at 9.12 µM | AID 1259422, 2018 | hit rate 1.4% among 640,000 | TEAD-Gal4/YAP UAS-luciferase luminescence; in the data active = inhibition above about 32%;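 note: 0% = median of test compound wells and 100% = reference inhibitor wells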
# FBW7 activator: FBW7 E3 ligase activators, primary screen, biochemical, AlphaScreen, human; AID 1259310, 2017; F-box/WD repeat-containing protein 7 (Homo sapiens), Q969H0; hit rate 0.13% among 650,000; AlphaScreen FBW7–phospho-cyclin E peptide binding, activator screen; normalized activity (activation), % at 26.1 µM; in the data active = normalized activity above about 1.9%;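 note: purified mutant Fbw7 with reduced substrate affinity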
# Target sequence (Q969H0 whole entry, looked up): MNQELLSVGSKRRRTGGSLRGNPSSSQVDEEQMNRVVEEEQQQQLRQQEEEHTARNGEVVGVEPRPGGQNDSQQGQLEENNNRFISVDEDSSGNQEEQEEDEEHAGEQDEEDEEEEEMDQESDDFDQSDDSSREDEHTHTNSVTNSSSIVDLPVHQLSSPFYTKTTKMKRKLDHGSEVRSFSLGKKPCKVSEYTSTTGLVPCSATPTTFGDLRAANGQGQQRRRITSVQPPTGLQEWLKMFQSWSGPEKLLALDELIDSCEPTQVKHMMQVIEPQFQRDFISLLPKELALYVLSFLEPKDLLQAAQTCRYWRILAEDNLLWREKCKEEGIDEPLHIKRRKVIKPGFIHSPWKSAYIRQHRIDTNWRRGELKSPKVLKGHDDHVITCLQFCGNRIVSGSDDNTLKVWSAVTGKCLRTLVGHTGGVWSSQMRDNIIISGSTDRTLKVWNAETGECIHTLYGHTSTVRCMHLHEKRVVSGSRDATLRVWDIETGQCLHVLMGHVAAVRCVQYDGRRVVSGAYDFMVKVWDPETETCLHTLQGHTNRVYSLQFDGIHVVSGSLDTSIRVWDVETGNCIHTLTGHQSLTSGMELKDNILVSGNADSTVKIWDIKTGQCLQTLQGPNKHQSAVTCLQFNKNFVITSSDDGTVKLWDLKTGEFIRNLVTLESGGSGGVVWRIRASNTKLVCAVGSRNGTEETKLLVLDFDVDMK
# * = called active by the depositor.
# The opening three records (preview)
SMILES,MITF inh,GPR151 activ,TEAD-YAP inh,FBW7 activator
COc1ccc(-n2c(=O)[nH]c3nc(-c4cnn(C)c4)cnc32)c(C)c1,5.2,0.1,-1.6,0.3
COc1ccc(CNC(=O)C2CC(Cc3ccccc3Cl)=NO2)cc1 (centres undefined),22.8,-0.3,-54.9,0.4
CCOC(=O)C1=c2s/c(=C\c3ccc(Cl)cc3)c(=O)n2C(N)=C(C(=O)OC)C1c1ccc(Cl)cc1 (centres undefined),-10.4,-0.4,5.8,0.1

# Main list, from the first entry:
SMILES,MITF inh,GPR151 activ,TEAD-YAP inh,FBW7 activator
COc1ccc(-n2c(=O)[nH]c3nc(-c4cnn(C)c4)cnc32)c(C)c1,5.2,0.1,-1.6,0.3
COc1ccc(CNC(=O)C2CC(Cc3ccccc3Cl)=NO2)cc1 (centres undefined),22.8,-0.3,-54.9,0.4
CCOC(=O)C1=c2s/c(=C\c3ccc(Cl)cc3)c(=O)n2C(N)=C(C(=O)OC)C1c1ccc(Cl)cc1 (centres undefined),-10.4,-0.4,5.8,0.1
NS(=O)(=O)c1ccc(NC(=S)NC(=O)c2ccc(F)cc2)cc1,-10.8,3.3,-6.5,-0.1
COc1ccc2oc(=O)c(C(=O)Nc3ccccc3OC)cc2c1,2.8,1.3,-7.2,0.0
O=c1[nH]c(CSc2nnc3ccccn23)nc2cc(Cl)ccc12,4.1,0.5,1.4,0.1
O=[N+]([O-])c1ccc(CSc2nnc(-c3ccncc3)n2Cc2ccccc2)cc1,0.7,0.6,0.0,0.0
Cc1ccc(S(=O)(=O)N2CCCCC2CCNC(=O)C(=O)NC2CCCCCC2)cc1 (centres undefined),0.9,-1.5,7.1,0.4
Cc1nc(SCC(=O)c2ccc(O)cc2O)n[nH]1,11.9,-1.7,8.0,0.1
CC(C)NC(=O)CSc1nc2ccccc2n1CC(=O)N1C(C)CCCC1C (centres undefined),-6.5,-0.7,0.6,0.2
CSc1ccc(S(=O)(=O)Nc2ccc(C(=O)NCc3ccccc3)cc2)cc1,10.3,0.1,8.6,0.0
CC1(C)NC(=O)N(CC(=O)Nc2ccc(-c3nnc4n3CCCCC4)cc2)C1=O,1.6,1.0,0.4,0.0
CCC(C)(C)NS(=O)(=O)c1ccc(NC(C)=O)cc1,-12.5,-0.2,-18.3,-0.2
COc1ccc(N=Cc2c(O)n(-c3ccccc3)c(=O)[nH]c2=O)cc1Cl,8.8,0.1,-0.1,0.0
C=CCNC(=O)c1cc(S(=O)(=O)N2CCc3ccccc32)ccc1Sc1ccc(F)cc1,18.0,-0.4,7.2,0.5
NS(=O)(=O)c1ccc(CNC2=NCCCCC2)cc1,7.0,0.7,5.7,0.2
CC(NC(=O)c1cnccn1)c1nc(-c2ccncc2)n[nH]1 (centres undefined),2.0,-1.3,5.8,0.0
CCNC(=O)N1CCN(c2ncc(-c3ccc(Cl)cc3)cn2)CC1,-17.0,-1.1,-2.2,0.2
COc1ccc(CNc2nc(-c3cccc(OC(F)(F)F)c3)nc3cc(OC)c(OC)cc23)cc1,13.4,2.6,0.8,0.1
Cc1cc(C)n(CCC(=O)O)n1,14.3,-2.1,-2.0,0.6
NS(=O)(=O)c1ccc(NC(=O)NC2CC(=O)N(c3ccc(F)cc3)C2)cc1 (centres undefined),6.4,0.7,6.2,0.0
N#CCC(=O)N/N=C/c1cc([N+](=O)[O-])ccc1N1CCCC1,0.3,-0.8,1.4,0.5
O=C(N/N=C/c1ccncc1)c1ccn(Cc2ccc(Cl)cc2)n1,3.2,1.6,-8.3,0.0
COc1ccc(C2C=C(c3ccccc3)Nc3nc(NS(C)(=O)=O)nn32)cc1 (centres undefined),3.8,3.9,-0.1,-0.1
O=C(O)Cn1c(P(=O)(O)c2ccccc2)nc2ccccc21,4.8,0.4,-4.8,-0.1
Cc1ccc(-c2nc(C(C)NC(=O)c3ccccc3)no2)cc1 (centres undefined),3.6,0.1,3.0,-0.2
O=C(Nc1cccc(C(=O)O)c1)/C(=C\c1ccccc1)NC(=O)c1ccc(Br)cc1,-0.5,1.0,4.0,0.0
CCN(CC)c1ccc(C(=O)NN=C2C3CC4CC(C3)CC2C4)cc1,16.8,1.3,0.0,0.2
CCOc1ccc(C(=O)NCCC2=CCCCC2)cc1,18.1,-3.4,-11.0,0.8
CC1CCCC(NC(=O)CSc2nnc(Nc3ccccc3F)s2)C1C (centres undefined),4.9,0.3,4.7,0.0
CC(C)CN(CC(C)C)C(=O)Cn1nc(C(=O)O)c2ccccc2c1=O,7.1,-1.0,3.9,0.1
Nc1cc(Cl)ccc1Oc1ccccc1,-2.6,0.9,2.7,-0.1
CC(C)c1cccc(C(C)C)c1NC1=NS(=O)(=O)c2ccccc21,-1.5,4.2,-21.2,-0.1
COc1ccc(Br)cc1CN1CCN(C(=O)c2ccc(OC)c(OC)c2)CC1,45.0,-2.3,-2.5,-0.5
CC(SC1=NS(=O)(=O)c2ccccc21)C(=O)O (centres undefined),9.9,0.2,-0.1,0.1
COc1ccc(Br)cc1C(=O)NC(=S)Nc1ccccn1,7.1,-0.6,11.6,0.0
Cc1cccc(C(=O)Nc2nnc(C/C(N)=N/OC(=O)Nc3ccccc3)s2)c1,1.3,-1.4,-12.7,0.7
O=[N+]([O-])c1c(NCCCO)cc(SC2CCCCC2)c2nonc12,-1.3,0.7,-5.9,0.0
Cc1ccc2nsnc2c1NC(=O)c1cc(Cl)ccc1Cl,11.3,0.3,-21.6,0.1
Cc1sc2ncnc(N3CCCC(C)C3)c2c1C (centres undefined),12.2,0.8,-15.8,0.1
O=c1oc(/C=C/c2ccc([N+](=O)[O-])cc2)nc2ccc(Cl)cc12,4.5,-0.2,-4.9,0.0
Cc1ccc(C2NC(CC(C)C)(C(=O)O)C3C(=O)N(c4ccc(F)cc4)C(=O)C23)cc1 (centres undefined),-5.2,-1.9,-9.6,-0.2
CSc1ccc(-n2c(=O)[nH]c3c(C(N)=O)nc(C)nc32)cc1,-3.6,-0.7,0.3,0.9
CC(=O)C1C(=O)c2cc([N+](=O)[O-])ccc2C1=Nc1cccc(C)c1 (centres undefined),20.2,-0.9,13.9,0.9
CCC(CC)C(=O)Nc1ccc(S(=O)(=O)Nc2nccc(C)n2)cc1,-4.7,-0.5,-8.0,0.0
O=C(NC1CC1)c1ccc(-c2nc(Nc3ccc(Oc4ccccc4)cc3)c3[nH]cnc3n2)cc1,2.5,1.9,16.3,-0.1
CCCNC(=O)C(=O)N/N=C/c1ccccc1OC,-0.6,1.4,3.3,0.0
COc1ccc(Nc2nc(-c3ccccc3)c3cc(Cl)ccc3n2)cc1,-18.1,-0.2,-2.2,-0.4
COc1c(S(=O)(=O)N2CCOCC2)ccc(Cl)c1Cl,3.1,-0.5,-5.2,0.0
Cc1cc(C(=O)N2CCC(C(=O)NC(c3ccccc3)c3ncccc3C)CC2)no1 (centres undefined),2.5,-1.1,-2.1,0.3
CNS(=O)(=O)c1ccc(NS(=O)(=O)c2ccccc2C(F)(F)F)cc1,-9.4,-1.4,-1.9,0.1
Cc1c(C=O)c(C(=O)O)c(C)n1Cc1ccc(Cl)cc1,9.5,1.2,-12.7,-0.2
COc1cccc2cc(C(N)=O)c(=O)oc12,8.6,2.7,12.1,0.1
O=C(N/N=C\c1ccco1)c1ccc(S(=O)(=O)N2CCCCCC2)cc1,-1.4,-0.4,-5.2,0.0
CC(C)(C)c1nc2sc3c(c2c(=O)[nH]1)CCC(C(C)(C)C)C3 (centres undefined),12.5,-0.7,6.3,0.1
COc1ccc(Cn2c(=O)c3ncccc3n(CC(=O)NCc3ccccc3Cl)c2=O)cc1,21.3,-2.2,5.8,0.1
CC1CC(=O)Nc2ccc(Br)cc2N1C=O (centres undefined),10.7,-0.8,-9.9,-0.2
C=CCC1=C/C(=C\c2c(N)n3c(S(C)(=O)=O)nsc3nc2=O)C=C(OC)C1=O,-12.7,0.2,-2.6,0.0
O=C1c2cccc3cccc(c23)C(=O)N1CC1CCN(CC(O)COCc2ccc(Cl)cc2)CC1 (centres undefined),20.4,0.1,7.0,0.5
Clc1ccccc1CSc1nc(-c2ccccc2)nc2c1CCCC2,16.8,-0.3,1.1,0.1

# More entries
SMILES,MITF inh,GPR151 activ,TEAD-YAP inh,FBW7 activator
OC1CN=C2Sc3ccccc3N2C1 (centres undefined),-7.1,0.4,-7.3,-0.2
O=C(Cn1cnc2sc3c(c2c1=O)CCCC3)NCC(=O)Nc1ccccc1F,-3.6,0.4,8.9,0.1
COc1cc2nc(CN3CCN(c4ccccc4)CC3C)nc(N3CCCC3)c2cc1OC (centres undefined),7.2,0.8,6.0,0.5
COc1cccc(OC)c1C(=O)N1CCN(Cc2cccnc2)CC1,79.5*,-2.6,3.2,0.5
Cc1ccc(C2=NC(c3ccc(Cl)cc3)NC(c3cc(Br)ccc3O)C2)cc1 (centres undefined),4.7,1.2,18.5,0.1
CNc1ccc(C(=O)OCc2nc(N)nc(Nc3ccccc3C)n2)cc1[N+](=O)[O-],4.6,0.0,-9.6,-0.1
Cc1ccccc1NC(=O)c1cnn(-c2ccccc2)c1NC(=O)c1ccco1,-12.3,-1.1,-0.7,0.2
CCCOC(=O)C1=C(C)NC2=C(C(=O)CC(c3ccc(OC)c(OC)c3)C2)C1c1cccc(Cl)c1 (centres undefined),7.6,0.4,35.1*,0.6
O=C(NC1CCCCC1N1C(=O)CSC1=O)c1ccc(-n2cccc2)cc1 (centres undefined),4.3,0.4,0.4,-0.1
COc1ccc(/C=N/NC(=O)CCC(=O)Nc2ccc(F)cc2)cc1,2.4,-1.3,-8.4,0.2
C=CCN1C(=O)S/C(=C/c2cc(OCC)c(O)c([N+](=O)[O-])c2)C1=O,17.5,1.4,5.0,0.8
CCOC(=O)c1oc2ccc(/C=N\O)c(Cl)c2c1C,0.1,0.1,-30.3,0.0
COc1ccc(CC(=O)Nc2c3c(nn2-c2cccc(Cl)c2)CS(=O)C3)cc1OC (centres undefined),6.8,-0.5,7.1,0.0
CCn1ncc(C(=O)N2CCc3c(nc(N4CCCC4)[nH]c3=O)C2)c1C,1.9,0.0,-1.2,0.0
CCC(=O)NNC(=O)CSc1nc2ccccc2cc1CC,-0.1,1.0,10.0,0.2
COC(=O)c1ccc(OCC2c3cc(OC)c(OC)cc3CCN2C(=O)/C=C/c2ccc3c(c2)OCO3)cc1 (centres undefined),12.0,-2.5,-9.5,0.2
COc1cc(NC(=O)Cn2nc(C(F)(F)F)c(Cl)c2C)cc(OC)c1OC,-4.2,-0.1,7.3,-0.1
CC(C)CN1C(=O)c2ccc(C(=O)Nc3ccc(Cl)cc3C(=O)O)cc2C1=O,-1.9,-0.5,0.9,-0.1
Cc1ccc(OCC(O)CNC(=O)c2ccccc2C(=O)O)cc1 (centres undefined),-12.0,-0.2,-19.9,-0.1
COc1cc(C2c3c(n[nH]c3C)CC(C)(O)C2C(C)=O)ccc1O (centres undefined),8.9,-1.5,13.4,0.5
COCCNC(=O)c1ccc(NS(=O)(=O)c2ccccc2)cc1,-1.5,4.8,11.7,-0.1
COC(=O)COc1ccc(S(=O)(=O)N2CCN(c3ccccc3F)CC2)cc1C,-7.7,0.5,1.8,0.1
CCN(CC)C(=O)c1sc(NC(=O)c2cc3ccccc3c(=O)o2)c(C(=O)OC)c1C,5.9,-1.0,2.6,0.5
Cc1ccc(S(=O)(=O)N(CC(=O)Nc2cccnc2)c2cc(C)cc(C)c2)cc1,-4.3,-0.4,-6.8,0.1
Cc1c(NC(=O)OCCNC(=O)COc2ccc(Cl)cc2Cl)sc(=S)n1C,10.1,2.0,3.7,0.1
COC(=O)c1ccc(CN2CCN(C3CCCC3)C(CCO)C2)cc1 (centres undefined),1.4,0.9,11.1,0.1
O=C(NCc1ccco1)c1cc(-c2ccccc2)nc2ccccc12,2.5,-0.5,8.9,-0.1
CC(Oc1ccc2ccccc2c1)C(=O)NNC(=O)COc1ccc(C#N)cc1 (centres undefined),2.6,-0.7,22.7,-0.1
C(#Cc1cc(-c2ccccc2)nc(-c2ccccc2)c1)c1ccccc1,27.8,-0.1,-4.9,-0.1
COc1ccc(N2C(=O)CSC2c2ccc(Br)cc2)cc1 (centres undefined),5.2,-0.6,2.9,0.2
c1cc2c(cc1Nc1nc(N3CCOCC3)nc(N3CCOCC3)n1)OCO2,3.3,-0.8,4.4,0.2

# Part of the list above in order of molecular weight, descending:
SMILES,MITF inh,GPR151 activ,TEAD-YAP inh,FBW7 activator
CNS(=O)(=O)c1ccc(NS(=O)(=O)c2ccccc2C(F)(F)F)cc1,-9.4,-1.4,-1.9,0.1
COc1ccc(CNC(=O)C2CC(Cc3ccccc3Cl)=NO2)cc1 (centres undefined),22.8,-0.3,-54.9,0.4
CCn1ncc(C(=O)N2CCc3c(nc(N4CCCC4)[nH]c3=O)C2)c1C,1.9,0.0,-1.2,0.0
C=CCN1C(=O)S/C(=C/c2cc(OCC)c(O)c([N+](=O)[O-])c2)C1=O,17.5,1.4,5.0,0.8
COc1ccc(/C=N/NC(=O)CCC(=O)Nc2ccc(F)cc2)cc1,2.4,-1.3,-8.4,0.2
